TcdB GH inh = blocks C. difficile toxin B glycohydrolase activity. TcdB glycohydrolase enzymatic assay, plate reader. inhibition, % at 9.99 µM. 0.24% of 350,000 active; in the data active means inhibition above about 10%
Target sequence (P18177 whole entry, looked up): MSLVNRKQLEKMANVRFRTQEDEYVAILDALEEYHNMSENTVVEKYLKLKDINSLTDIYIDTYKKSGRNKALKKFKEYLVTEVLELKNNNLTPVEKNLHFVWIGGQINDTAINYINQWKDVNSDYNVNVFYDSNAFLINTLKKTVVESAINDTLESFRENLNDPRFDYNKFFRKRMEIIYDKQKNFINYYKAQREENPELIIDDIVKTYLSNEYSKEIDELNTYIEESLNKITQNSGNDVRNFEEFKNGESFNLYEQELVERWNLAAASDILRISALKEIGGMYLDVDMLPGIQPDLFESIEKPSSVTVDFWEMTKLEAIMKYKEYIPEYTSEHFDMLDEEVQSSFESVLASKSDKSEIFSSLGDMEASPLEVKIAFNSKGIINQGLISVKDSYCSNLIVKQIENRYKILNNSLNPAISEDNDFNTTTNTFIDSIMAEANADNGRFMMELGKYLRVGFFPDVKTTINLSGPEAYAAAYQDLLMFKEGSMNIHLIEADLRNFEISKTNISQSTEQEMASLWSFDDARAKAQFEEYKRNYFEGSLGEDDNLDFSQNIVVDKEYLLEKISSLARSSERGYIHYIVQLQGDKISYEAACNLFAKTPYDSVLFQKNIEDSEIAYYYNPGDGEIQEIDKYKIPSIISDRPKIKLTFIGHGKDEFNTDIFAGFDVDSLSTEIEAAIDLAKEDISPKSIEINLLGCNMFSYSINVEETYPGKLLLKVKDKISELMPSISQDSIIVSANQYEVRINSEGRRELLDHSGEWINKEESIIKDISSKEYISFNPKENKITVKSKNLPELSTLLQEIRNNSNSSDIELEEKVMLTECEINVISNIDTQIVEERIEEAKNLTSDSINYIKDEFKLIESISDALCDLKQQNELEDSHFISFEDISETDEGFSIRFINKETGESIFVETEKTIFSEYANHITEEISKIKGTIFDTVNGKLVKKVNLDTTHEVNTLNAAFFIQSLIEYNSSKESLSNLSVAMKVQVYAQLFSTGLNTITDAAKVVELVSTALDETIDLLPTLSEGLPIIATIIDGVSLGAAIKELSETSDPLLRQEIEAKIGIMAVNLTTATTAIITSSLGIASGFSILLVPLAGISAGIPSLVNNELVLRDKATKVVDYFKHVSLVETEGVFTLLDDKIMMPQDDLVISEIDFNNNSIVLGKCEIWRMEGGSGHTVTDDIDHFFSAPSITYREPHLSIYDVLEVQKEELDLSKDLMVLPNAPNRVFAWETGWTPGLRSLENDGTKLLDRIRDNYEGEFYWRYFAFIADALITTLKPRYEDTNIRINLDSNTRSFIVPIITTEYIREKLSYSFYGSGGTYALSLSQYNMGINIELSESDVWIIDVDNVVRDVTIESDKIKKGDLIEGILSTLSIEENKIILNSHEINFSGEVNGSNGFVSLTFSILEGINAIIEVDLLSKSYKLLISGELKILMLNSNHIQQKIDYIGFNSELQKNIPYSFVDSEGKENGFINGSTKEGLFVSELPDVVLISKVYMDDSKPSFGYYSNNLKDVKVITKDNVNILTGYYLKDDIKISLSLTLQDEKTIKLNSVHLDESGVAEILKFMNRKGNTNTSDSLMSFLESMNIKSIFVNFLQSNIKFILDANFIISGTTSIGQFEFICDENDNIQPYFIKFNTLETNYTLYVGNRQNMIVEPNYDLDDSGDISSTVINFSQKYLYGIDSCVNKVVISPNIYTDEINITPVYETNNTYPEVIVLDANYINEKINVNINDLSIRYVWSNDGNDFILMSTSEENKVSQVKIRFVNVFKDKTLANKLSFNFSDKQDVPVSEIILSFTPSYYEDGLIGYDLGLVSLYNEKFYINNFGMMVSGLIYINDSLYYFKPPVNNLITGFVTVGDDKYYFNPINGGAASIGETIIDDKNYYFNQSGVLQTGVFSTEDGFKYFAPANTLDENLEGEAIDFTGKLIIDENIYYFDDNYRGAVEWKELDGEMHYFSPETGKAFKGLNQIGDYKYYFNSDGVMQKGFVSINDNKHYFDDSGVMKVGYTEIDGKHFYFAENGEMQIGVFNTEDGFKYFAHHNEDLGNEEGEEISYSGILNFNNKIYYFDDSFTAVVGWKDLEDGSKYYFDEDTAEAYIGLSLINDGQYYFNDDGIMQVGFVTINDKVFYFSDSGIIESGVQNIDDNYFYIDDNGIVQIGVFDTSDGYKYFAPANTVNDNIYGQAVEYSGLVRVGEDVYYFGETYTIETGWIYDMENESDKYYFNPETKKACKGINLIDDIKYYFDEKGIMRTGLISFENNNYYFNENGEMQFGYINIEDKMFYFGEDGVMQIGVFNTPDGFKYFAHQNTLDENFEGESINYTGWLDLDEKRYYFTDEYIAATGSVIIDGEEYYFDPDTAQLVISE
Active calls of the source: *.

SMILES	TcdB GH inh
CC(C)NC(=O)Nc1ccc2c(c1)C(=O)N([C@@H](C)CO)C[C@H](C)[C@@H](CN(C)S(=O)(=O)c1ccc(Cl)cc1)OCCCC[C@@H](C)O2	0.5
C/C=C/c1cnc2c(c1)C(=O)N([C@@H](C)CO)C[C@@H](C)[C@H](CN(C)C(=O)NC1CCCCC1)O2	-0.4
COc1ccc2c3c([nH]c2c1)[C@H](CO)N(C(=O)CN(C)C)CC31CCN(CC2CCCC2)CC1	-2.1
COc1ccc(CN(C)C[C@@H]2OCCCC[C@@H](C)Oc3ccc(NC(=O)c4ccncc4)cc3C(=O)N([C@H](C)CO)C[C@@H]2C)cc1	-0.5
O=C(Nc1cc(F)ccc1F)N[C@H]1CC[C@H](CCn2cc(C3CCCCC3)nn2)O[C@@H]1CO	1.3
CC(C)NC(=O)N1C[C@H]2[C@@H](c3ccccc31)[C@H](CO)N2C(=O)Nc1cccc(F)c1	2.0
CCCNC(=O)[C@H]1[C@H](CO)[C@H]2Cn3c(ccc(C4=CCCC4)c3=O)[C@@H]1N2C(=O)C1CC1	0.6
CC(C)NC(=O)N(C)C[C@@H]1OCCCC[C@@H](C)Oc2ccc(NC(=O)Nc3ccc(F)cc3)cc2C(=O)N([C@H](C)CO)C[C@H]1C	-1.3
C[C@@H]1CCCCO[C@H](CN(C)C(=O)CCC(F)(F)F)[C@@H](C)CN([C@H](C)CO)C(=O)c2cc(NC(=O)Cc3ccccc3)ccc2O1	-0.1
Cc1ccc(S(=O)(=O)Nc2ccc3c(c2)C(=O)N([C@H](C)CO)C[C@@H](C)[C@H](CN(C)C(=O)c2ccccc2)OCCCC[C@@H](C)O3)cc1	0.9
CCC(=O)Nc1ccc2c(c1)C(=O)N(C)C[C@H](OC)[C@H](C)CN(Cc1ccccc1F)[C@H](C)CO2	0.3
CC(=O)N1CCCCN2[C@H](CO)[C@H](c3ccc(-c4cccc(C)c4)cc3)[C@H]2C1	-0.7

Three compounds already listed, ordered by molecular weight, lowest first:
SMILES	TcdB GH inh
O=C(Nc1cc(F)ccc1F)N[C@H]1CC[C@H](CCn2cc(C3CCCCC3)nn2)O[C@@H]1CO	1.3
COc1ccc(CN(C)C[C@@H]2OCCCC[C@@H](C)Oc3ccc(NC(=O)c4ccncc4)cc3C(=O)N([C@H](C)CO)C[C@@H]2C)cc1	-0.5
CC(C)NC(=O)Nc1ccc2c(c1)C(=O)N([C@@H](C)CO)C[C@H](C)[C@@H](CN(C)S(=O)(=O)c1ccc(Cl)cc1)OCCCC[C@@H](C)O2	0.5

The list goes on:
SMILES	TcdB GH inh
CN(C)CC(=O)Nc1ccc2c(c1)[C@@H]1C[C@@H](CC(=O)N3CCN(C)CC3)O[C@H](CO)[C@@H]1O2	-1.7
O=C(Nc1ccc(F)cc1)N[C@@H]1C=C[C@@H](CC(=O)N2CCOCC2)O[C@H]1CO	0.3
C[C@@H]1CN([C@@H](C)CO)C(=O)c2cc(C3=CCCC3)cnc2O[C@@H]1CN(C)C(=O)Nc1ccc(F)cc1	-0.9
O=C(Nc1cc(F)ccc1F)N1CC(=O)N2[C@@H](CO)[C@H](c3ccc(-c4cccnc4)cc3)[C@@H]2C1	-0.3
O=C(NC[C@H]1N[C@H](CO)[C@@H]1c1ccc(-c2ccccc2F)cc1)c1ccccc1	-1.0
COc1cccc(C#Cc2ccc3c(c2)[C@@H]2[C@@H](CCN2C(=O)c2ccccc2F)[C@H](CO)N3)c1	0.3
Cc1noc(C)c1S(=O)(=O)N(C)C[C@H]1OCCCC[C@@H](C)Oc2ccc(NC(=O)CCCCCC(=O)Nc3ccccc3N)cc2C(=O)N([C@@H](C)CO)C[C@@H]1C	-4.3
O=C(C[C@H]1C=C[C@H](NS(=O)(=O)c2ccccc2)[C@H](CO)O1)NCCN1CCCCC1	-1.5
C[C@H]1CN([C@@H](C)CO)C(=O)c2cccc(NC(=O)NC3CCCCC3)c2O[C@@H]1CN(C)Cc1ccccc1	-0.1
C[C@@H]1CN([C@H](C)CO)C(=O)Cc2cc(NC(=O)C3CC3)ccc2O[C@@H]1CN(C)Cc1ccc(Oc2ccccc2)cc1	0.2
N#C[C@@H]1[C@H](c2ccc(-c3cccc(F)c3)cc2)[C@H](CO)N1C(=O)c1cccnc1	-0.3
C[C@H](CO)N1C[C@H](C)[C@H](CN(C)S(=O)(=O)c2cn(C)cn2)Oc2ccc(NC(=O)Nc3ccc(F)cc3)cc2C1=O	0.3
CN1C(=O)c2cc(NC(=O)c3ccc(F)c(F)c3)ccc2OC[C@@H]2O[C@H](CC(=O)N[C@@H]3CCN(Cc4ccccc4)C3)CC[C@H]21	-0.5
C[C@H]1CN([C@@H](C)CO)C(=O)c2cc(NC(=O)Cc3ccccc3)ccc2O[C@H]1CN(C)C(=O)Nc1ccccc1	0.1
CC(=O)N1[C@@H]2c3ccc(-c4cccnc4)c(=O)n3C[C@H]1[C@H](CO)[C@H]2C(=O)N1CCc2ccccc2C1	0.0
CN(C)C(=O)C[C@H]1CC[C@H](NC(=O)C2CCC2)[C@@H](CO)O1	-1.5
C[C@H]1CN([C@@H](C)CO)C(=O)c2cc(NS(=O)(=O)c3cccs3)ccc2O[C@H]1CN(C)CC1CC1	-0.4
COc1ccc(CNC(=O)N(C)C[C@H]2OCc3ccccc3-c3c(n(C)c4ccccc34)C(=O)N([C@@H](C)CO)C[C@H]2C)cc1	1.1
CN(C)CC(=O)N[C@H]1CC[C@H](CCn2cc(C3CCCCC3)nn2)O[C@@H]1CO	0.0
O=C(Nc1ccc2c(c1)[C@H]1C[C@@H](CC(=O)N3CCOCC3)O[C@H](CO)[C@H]1O2)c1cccnc1	-0.1
C[C@H]1CN([C@@H](C)CO)C(=O)Cc2cc(N(C)C)ccc2O[C@H]1CN(C)C(=O)Nc1ccccc1	-2.9
CC(C)CC#Cc1cnc2c(c1)C(=O)N([C@H](C)CO)C[C@H](C)[C@@H](CN(C)Cc1cccc(F)c1)O2	1.1
CN1C(=O)c2cc(NC(=O)NC3CCCC3)ccc2OC[C@H]2O[C@@H](CC(=O)O)CC[C@@H]21	-0.4
COCC#Cc1cnc2c(c1)C(=O)N([C@H](C)CO)C[C@H](C)[C@H](CN(C)C(=O)Nc1ccccc1OC)O2	-0.6
Cc1noc(C)c1NC(=O)Nc1ccc2c(c1)C(=O)N([C@@H](C)CO)C[C@@H](C)[C@@H](CN(C)Cc1ccccc1)OCCCC[C@@H](C)O2	1.2
O=C(NCc1ccc(F)cc1)[C@H]1[C@H](CO)[C@H]2Cn3c(cccc3=O)[C@@H]1N2Cc1cccnc1	-0.1
C[C@H](CO)N1C[C@H](C)[C@@H](CN(C)S(=O)(=O)c2ccccc2)Oc2ccc(NC(=O)Cc3ccccc3)cc2CC1=O	-0.9
C[C@H]1CN([C@@H](C)CO)C(=O)Cc2cc(NC(=O)Nc3ccc(C(F)(F)F)cc3)ccc2O[C@H]1CN(C)Cc1ccc(C(F)(F)F)cc1	-0.6
C[C@H]1CN([C@@H](C)CO)C(=O)c2cc(C#CC3(O)CCCC3)cnc2O[C@@H]1CN(C)S(=O)(=O)c1cccc(F)c1	-6.5
O=C(C[C@H]1CC[C@@H](NC(=O)CCN2CCCCC2)[C@H](CO)O1)Nc1nccs1	0.4
Cc1noc(C)c1S(=O)(=O)N(C)C[C@H]1Oc2c(NS(C)(=O)=O)cccc2C(=O)N([C@@H](C)CO)C[C@H]1C	1.0
C[C@H]1CN([C@@H](C)CO)C(=O)c2cc(C3=CCCCC3)cnc2O[C@H]1CN(C)C(=O)CN1CCOCC1	0.4
COc1ccccc1-c1ccc2c(c1)O[C@H](CN(C)C(=O)c1cccnc1)[C@H](C)CN([C@H](C)CO)S2(=O)=O	0.7
O=C(c1ccccn1)N1CC(=O)N2[C@H](CO)[C@@H](c3ccc(-c4cccc(F)c4)cc3)[C@H]2C1	-1.7
CN(C)C(=O)c1cccc(-c2ccc([C@H]3[C@H](CO)N4CCCCN(C(=O)C5CCC5)C[C@@H]34)cc2)c1	-1.0
COc1ccc(-c2ccc([C@H]3[C@H](CO)N4C(=O)CN(C(=O)C5CC5)C[C@@H]34)cc2)cc1	0.7
CN1C(=O)c2cc(NC(=O)c3ccccc3Cl)ccc2OC[C@@H]2O[C@@H](CC(=O)NCC(F)(F)F)CC[C@@H]21	-5.7
C[C@@H](NC(=O)[C@@H]1[C@@H](CO)[C@@H]2Cn3c(cccc3=O)[C@@H]2N1Cc1cccnc1)c1ccccc1	0.3
CC(=O)N(C)C[C@H]1Oc2ncc(C#C[C@H](C)O)cc2C(=O)N([C@@H](C)CO)C[C@H]1C	0.0
C[C@H]1CN([C@@H](C)CO)C(=O)c2cc(C#CC3(O)CCCC3)cnc2O[C@@H]1CN(C)C(=O)C1CCC1	-0.7
CNC[C@@H]1Oc2ncc(C3=CCCCC3)cc2C(=O)N([C@@H](C)CO)C[C@@H]1C	-18.7
N#Cc1cccc(-c2ccc([C@H]3[C@@H](CO)N4CCCCN(C(=O)Nc5ccccc5)C[C@@H]34)cc2)c1	0.0
Cc1noc(C)c1NC(=O)N(C)C[C@H]1Oc2c(NS(C)(=O)=O)cccc2C(=O)N([C@H](C)CO)C[C@@H]1C	-9.7
C[C@H](O)C#Cc1cnc2c(c1)C(=O)N([C@@H](C)CO)C[C@@H](C)[C@@H](CN(C)C(=O)c1ccc(F)cc1)O2	0.1
C[C@@H]1CN([C@@H](C)CO)C(=O)c2cc(NC(=O)CCCCCC(=O)Nc3ccccc3N)ccc2O[C@H]1CN(C)S(=O)(=O)c1ccc(Cl)cc1	0.4
C[C@@H]1CN([C@@H](C)CO)C(=O)c2cc(NC(=O)NC3CCCCC3)ccc2O[C@@H](C)CCCCO[C@@H]1CN(C)S(=O)(=O)c1ccc(Cl)cc1	1.1
C[C@@H]1CN([C@@H](C)CO)C(=O)c2cc(C#CCN(C)C)cnc2O[C@H]1CN(C)Cc1ccccc1F	-0.8
C[C@@H]1CN([C@@H](C)CO)C(=O)Cc2cc(NC(=O)Cc3cn(C)c4ccccc34)ccc2O[C@@H]1CN(C)C(=O)Nc1ccc2c(c1)OCO2	-1.1

A second format for some results above:
molecule | TcdB GH inh
C[C@H](O)C#Cc1cnc2c(c1)C(=O)N([C@@H](C)CO)C[C@@H](C)[C@@H](CN(C)C(=O)c1ccc(F)cc1)O2 | 0.1
C[C@@H]1CN([C@@H](C)CO)C(=O)c2cc(NC(=O)CCCCCC(=O)Nc3ccccc3N)ccc2O[C@H]1CN(C)S(=O)(=O)c1ccc(Cl)cc1 | 0.4
C[C@@H]1CN([C@@H](C)CO)C(=O)c2cc(NC(=O)NC3CCCCC3)ccc2O[C@@H](C)CCCCO[C@@H]1CN(C)S(=O)(=O)c1ccc(Cl)cc1 | 1.1
C[C@@H]1CN([C@@H](C)CO)C(=O)c2cc(C#CCN(C)C)cnc2O[C@H]1CN(C)Cc1ccccc1F | -0.8
C[C@@H]1CN([C@@H](C)CO)C(=O)Cc2cc(NC(=O)Cc3cn(C)c4ccccc34)ccc2O[C@@H]1CN(C)C(=O)Nc1ccc2c(c1)OCO2 | -1.1

Additional structures.
SMILES	TcdB GH inh
CC(=O)NC[C@H]1[C@@H](c2ccc(C#CC(C)(C)O)cc2)[C@@H](CO)N1C(=O)CC1CC1	-0.3
COCC(=O)Nc1ccc2c(c1)[C@@H]1C[C@@H](CC(=O)NCc3ccccc3F)O[C@@H](CO)[C@@H]1O2	0.3
CC(C)NC(=O)Nc1ccc2c(c1)C(=O)N([C@@H](C)CO)C[C@@H](C)[C@@H](CN(C)C(=O)Nc1ccccc1)O2	-0.5
CC(C)CC#Cc1ccc([C@@H]2[C@H]3CN(S(=O)(=O)Cc4ccccc4)CCCCN3[C@H]2CO)cc1	-0.2
C[C@@H]1CN([C@@H](C)CO)C(=O)Cc2cc(NC(=O)Nc3ccc4c(c3)OCO4)ccc2O[C@@H]1CN(C)CC1CC1	-0.1
CC(C)NC(=O)N(C)C[C@H]1Oc2cc(C3=CCCCC3)ccc2S(=O)(=O)N([C@@H](C)CO)C[C@@H]1C	1.4
C[C@H]1CCCCO[C@@H](CN(C)Cc2ccc(C(F)(F)F)cc2)[C@@H](C)CN([C@@H](C)CO)C(=O)c2cc(NC(=O)c3ccccc3)ccc2O1	0.6
C[C@@H]1CN([C@@H](C)CO)C(=O)Cc2cc(NC(=O)c3ccncc3)ccc2O[C@@H]1CN(C)Cc1ccc(Cl)c(Cl)c1	1.1
COc1ccc(CN(C)C[C@@H]2Oc3ccc(NC(=O)Cc4cn(C)c5ccccc45)cc3C(=O)N([C@@H](C)CO)C[C@@H]2C)cc1	0.9
C[C@@H]1CN([C@@H](C)CO)C(=O)c2cc(NC(=O)Nc3ccc(F)cc3)ccc2O[C@@H](C)CCCCO[C@H]1CN(C)S(=O)(=O)c1cccs1	1.5
COc1ccc(CN(C)C[C@H]2OCCCC[C@H](C)Oc3ccc(NC(=O)Nc4ccc(OC)cc4)cc3C(=O)N([C@H](C)CO)C[C@@H]2C)cc1	0.1
O=C(C[C@@H]1CC[C@@H]2[C@H](COC[C@@H](O)CN2CCC(F)(F)F)O1)NCc1ccc2c(c1)OCO2	-0.1
O=C(C1CCC1)N1CCCCN2[C@@H](CO)[C@H](c3ccc(-c4ccncc4)cc3)[C@@H]2C1	-0.9
CCS(=O)(=O)NCC[C@@H]1CC[C@@H](NS(=O)(=O)c2cccc(Cl)c2)[C@H](CO)O1	0.3
C[C@@H]1CCCCO[C@H](CN(C)C(=O)CCC(F)(F)F)[C@@H](C)CN([C@H](C)CO)C(=O)c2cc(NC(=O)CCC(F)(F)F)ccc2O1	0.8
COc1ccccc1-c1ccccc1[C@H]1[C@@H](CO)N(C(=O)C2CCC2)[C@H]1C#N	-1.3
C[C@H]1CN([C@@H](C)CO)C(=O)c2cc(-c3ccccc3F)cnc2O[C@@H]1CN(C)Cc1ccccc1	0.5
C[C@H]1CN([C@@H](C)CO)C(=O)Cc2cc(N(C)C)ccc2O[C@@H]1CN(C)S(=O)(=O)c1cccs1	-8.5
Cc1noc(C)c1NC(=O)N[C@@H]1C=C[C@@H](CC(=O)NCc2ccc(Cl)c(Cl)c2)O[C@H]1CO	1.2
C[C@@H]1CCCCO[C@@H](CN(C)C(=O)Nc2ccccc2)[C@@H](C)CN([C@H](C)CO)C(=O)c2cc(NC(=O)C3CCCCC3)ccc2O1	1.0
C[C@@H]1CN([C@@H](C)CO)C(=O)c2c(c3ccccc3n2C)-c2ccccc2CO[C@H]1CN(C)Cc1ccc(Cl)c(Cl)c1	0.3

Not all compounds are listed; the hit share may differ from the screen's.
